# MBD2 inh = inhibitors of MBD2 binding to methylated DNA, primary screen, biochemical, TR-FRET, DNA-binding domain, human; Methyl-CpG-binding domain protein 2 (Homo sapiens), Q9UBB5; MBD2 binding to methylated oligonucleotide; inhibition, % at 4.4 µM; actives 0.31% (n = 370,000); AID 686964, 2013; in the data active means inhibition above about 13%
# Target sequence (Q9UBB5 whole entry, looked up, the tested form may be a part): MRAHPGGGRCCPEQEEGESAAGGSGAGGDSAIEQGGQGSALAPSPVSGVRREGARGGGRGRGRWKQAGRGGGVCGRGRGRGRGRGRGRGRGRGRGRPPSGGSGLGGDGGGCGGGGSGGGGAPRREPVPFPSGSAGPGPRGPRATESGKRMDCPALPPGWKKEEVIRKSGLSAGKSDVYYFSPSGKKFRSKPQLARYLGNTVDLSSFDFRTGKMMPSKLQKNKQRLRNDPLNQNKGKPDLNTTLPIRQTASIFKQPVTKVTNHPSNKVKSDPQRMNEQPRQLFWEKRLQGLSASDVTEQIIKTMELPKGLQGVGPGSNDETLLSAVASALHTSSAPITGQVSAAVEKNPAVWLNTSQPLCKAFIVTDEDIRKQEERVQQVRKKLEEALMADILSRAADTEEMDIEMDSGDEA
# rCAG RNA binder = binders of r(CAG) RNA repeats, primary screen, biochemical, fluorescence. r(CAG) RNA repeat, TO-PRO-1 dye displacement fluorescence. inhibition, % at 3 µM. actives 1.3% (n = 370,000);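 active means inhibition above the plate cutoff, the mean of all test compounds on that plate plus 3 SD, cut at about 35% in these data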;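 further: 0% = DMSO alone and 100% = 100 µM mitoxantrone as full dye displacement; higher means more dye released from RNA so lower well fluorescence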
# UHRF1 binding = UHRF1 methylated DNA binding inhibitors, primary screen, counter-screen for MBD2 inhibitor project, biochemical, TR-FRET, human UHRF1, single concentration; E3 ubiquitin-protein ligase UHRF1 (Homo sapiens), Q96T88; UHRF1 binding to methylated oligo; inhibition, % at 4.4 µM; actives 0.75% (n = 370,000); in the data active means inhibition above about 21%;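 further: UHRF1 SRA domain binding a hemimethylated CpG hairpin DNA probe; 0% = median of test compound wells and 100% = reference inhibitor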
# NPR2 activator = human GC-B receptor activators, primary screen, HEK293 GC-B cells, cGMP TR-FRET, EC30 CNP. 0% at EC30 CNP, 100% saturating CNP. activation, % at 10 µM. actives 0.11% (n = 370,000). AID 1920062, 2024;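 active means activation at 10 µM reaching about 35% in either raw or pattern-adjusted values, limit read from the data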
# ABHD4 inh = ABHD4 inhibitors, primary screen, biochemical, fluorescence polarization, mouse; actives 0.54% (n = 370,000); purified mABHD4, FP-Rh probe fluorescence polarization; inhibition, % at 8.92 µM; AID 720543, 2013;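 active means inhibition exceeding the mean over every tested compound plus 3 SD, cut at about 30% in these data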;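 further: 0% = plate median of compound wells and 100% = S159A mutant with DMSO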
# Target sequence (Q8VD66 whole entry, looked up): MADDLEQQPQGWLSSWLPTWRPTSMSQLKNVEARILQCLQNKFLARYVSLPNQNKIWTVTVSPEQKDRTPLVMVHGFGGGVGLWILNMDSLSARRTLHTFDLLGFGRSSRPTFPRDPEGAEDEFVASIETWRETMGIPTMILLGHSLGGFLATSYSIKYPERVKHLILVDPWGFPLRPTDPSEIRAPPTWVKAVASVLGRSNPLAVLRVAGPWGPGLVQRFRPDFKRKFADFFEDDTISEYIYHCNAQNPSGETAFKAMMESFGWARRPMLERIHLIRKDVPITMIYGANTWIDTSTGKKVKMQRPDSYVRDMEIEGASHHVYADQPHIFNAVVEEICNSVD
#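 Assay system: Wild-type mouse ABHD4 protein | Medium: HEPES pH 7.0 buffer, 150 mM NaCl, 0.01% Pluronic F-127 | Incubation: Enzyme–compound pre-incubation 45 min, then probe 60 min, both 25 °C | Technique: Fluorescence polarization with parallel and perpendicular emission, 525/598 nm | Evaluation: % inhibition of FP-Rh probe binding versus controls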
# PRMT1 inh = PRMT1 methyltransferase inhibitors, primary screen, biochemical, fluorescence polarization. AID 652257, 2013. inhibition, % at 2.79 µM. actives 1.3% (n = 370,000). recombinant PRMT1, activity-based probe fluorescence polarization;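 active means inhibition above about 21% made by adding two undisclosed values, limit read from the data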
# Target sequence (Q99873 whole entry, looked up): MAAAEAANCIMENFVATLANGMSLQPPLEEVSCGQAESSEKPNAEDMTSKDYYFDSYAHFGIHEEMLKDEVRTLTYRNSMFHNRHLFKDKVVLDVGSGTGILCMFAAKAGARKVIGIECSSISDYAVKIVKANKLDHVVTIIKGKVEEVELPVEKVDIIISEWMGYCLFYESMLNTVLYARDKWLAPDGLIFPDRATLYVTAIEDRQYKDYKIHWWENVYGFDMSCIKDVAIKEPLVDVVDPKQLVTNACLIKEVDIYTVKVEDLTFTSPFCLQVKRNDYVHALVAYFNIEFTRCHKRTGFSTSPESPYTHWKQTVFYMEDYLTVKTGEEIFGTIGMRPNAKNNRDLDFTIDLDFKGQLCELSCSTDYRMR
# HTRA1 inhibitor = HTRA1 serine protease inhibitors, primary screen, biochemical, fluorescence polarization, HTS; AID 504803, 2011; inhibition, % at 5.96 µM; recombinant HTRA1, FP-rhodamine activity-based probe; actives 0.5% (n = 340,000); in the data active means inhibition above about 36%;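 further: 0% = enzyme with DMSO and 100% = wells lacking enzyme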
# TCR CD3 inh = inhibitors of human TCR-CD3 interaction, primary screen, biochemical, fluorescence, TAMRA-labeled TCR probe | T-cell receptor (TCR) | inhibition, % at 9.4 µM | actives 0.37% (n = 360,000) | AID 651800, 2012; in the data active means inhibition above about 19%;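 further: recombinant mutant TCR 2C K166C tagged with TAMRA read by polarization; 0% = receptor in buffer alone and 100% = receptor with positive control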
# SIAE primary = human SIAE inhibitors, primary screen, biochemical, fluorescence polarization, FP-Rh probe, 1536-well HTS | SIAE FP-Rh probe binding | inhibition, % at 9.66 µM | actives 0.69% (n = 370,000);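 active means inhibition above a cutoff: mean of compounds within the control limits plus 3 SD of those, cut at about 17% in these data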;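 further: 0% = plate median of compound wells and 100% = probe without SIAE protein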
# GC-A act = GC-A stimulated cGMP production enhancers – HEK293 GC-A cells, cGMP TR-FRET, EC30 ANP, primary screen | Atrial natriuretic peptide receptor 1 (Homo sapiens), P16066 | 0% at EC30 ANP, 100% saturating ANP | activation, % at 10 µM | actives 0.14% (n = 370,000); in the data active means activation above about 40%
# Starred values were filed as active, the others as inactive; . = not tested or not shown. Some of the compounds tested, so the mix of outcomes need not match the whole.
SMILES,MBD2 inh,rCAG RNA binder,UHRF1 binding,NPR2 activator,ABHD4 inh,PRMT1 inh,HTRA1 inhibitor,TCR CD3 inh,SIAE primary,GC-A act
C=CCOC(=O)C1=C[C@H](c2coc3ccccc3c2=O)[C@@H](CCCO)[C@H](OCC)O1,-5,-8,0,-3,4,1,-1,6,3,-4
NC(=S)N/N=C/c1ccccc1OC(=O)/C=C/c1ccccc1,6,3,-2,2,-24,20,13,-13,0,4
Cc1cc(CNC[C@H]2O[C@@H](n3cnc4c(N)ncnc43)[C@H](O)[C@@H]2O)no1,3,-2,-1,-8,-2,-3,1,-1,7,-2
CN(c1cccc(F)c1)c1cc2c(c3c1ccn3C)C1CCC2O1 (stereo unspecified),-8,6,-5,4,4,-4,.,-7,4,4
COC(=O)C(NC(=O)COc1ccccc1)(Nc1nc2c(s1)CCCC2)C(F)(F)F (stereo unspecified),2,-1,0,0,5,4,-3,2,1,-3
CCOC(=O)C(C)n1cnc2c(nnn2-c2ccc(F)cc2)c1=O (stereo unspecified),9,-1,3,6,-12,7,3,6,2,-1
COc1ccc(S(=O)(=O)N2CCC(C(=O)NCCOc3ccccc3F)CC2)cc1OC,3,3,-2,-4,3,0,7,3,5,0
CCOc1ccc(N2C(=O)CC(NNc3nc4ccccc4s3)C2=O)cc1 (stereo unspecified),-3,-1,-3,4,-3,3,5,-4,-5,-5
Nn1c(SCc2cccc3ccccc23)nnc1-c1n[nH]c2c1CCC2,-1,4,-2,-15,-4,-9,.,.,0,-8
CC(C)c1ccc(OCC(=O)Nc2ccccc2C(=O)N2CCOCC2)cc1,3,-8,-2,3,-1,-2,-5,-2,5,1

# An excerpt from above in order of heavy-atom count, rising:
SMILES,MBD2 inh,rCAG RNA binder,UHRF1 binding,NPR2 activator,ABHD4 inh,PRMT1 inh,HTRA1 inhibitor,TCR CD3 inh,SIAE primary,GC-A act
CCOC(=O)C(C)n1cnc2c(nnn2-c2ccc(F)cc2)c1=O (stereo unspecified),9,-1,3,6,-12,7,3,6,2,-1
Nn1c(SCc2cccc3ccccc23)nnc1-c1n[nH]c2c1CCC2,-1,4,-2,-15,-4,-9,.,.,0,-8
CCOc1ccc(N2C(=O)CC(NNc3nc4ccccc4s3)C2=O)cc1 (stereo unspecified),-3,-1,-3,4,-3,3,5,-4,-5,-5

# The main list resumes with the 2 entries that preceded the break.
SMILES,MBD2 inh,rCAG RNA binder,UHRF1 binding,NPR2 activator,ABHD4 inh,PRMT1 inh,HTRA1 inhibitor,TCR CD3 inh,SIAE primary,GC-A act
Nn1c(SCc2cccc3ccccc23)nnc1-c1n[nH]c2c1CCC2,-1,4,-2,-15,-4,-9,.,.,0,-8
CC(C)c1ccc(OCC(=O)Nc2ccccc2C(=O)N2CCOCC2)cc1,3,-8,-2,3,-1,-2,-5,-2,5,1
CCC(C)NC(=O)c1ccc(C)c(NC(=O)C2=C(C)OCCS2)c1 (stereo unspecified),3,-1,1,-5,3,2,4,5,11,3
COc1cc2cc(CN(Cc3cccs3)C(=S)Nc3ccccc3)c(=O)[nH]c2cc1OC,-5,15,6,2,-8,2,-5,-1,-41,23
CC(C)c1ccc(CNc2c([N+](=O)[O-])c(=O)oc3ccccc23)cc1,4,4,-3,-3,2,-4,-6,0,10,8
O=C(O)C/C(=C\c1ccc(Cl)cc1)c1nc2ccccc2o1,3,17,0,-5,4,0,.,7,1,-6
CN(C)/C=C1\C=C(c2ccccc2)OC1=O,3,8,-2,0,1,20,1,5,6,-11
O=C(CN1C(=O)NC2(CCCC2)C1=O)Nc1ccc(OC(F)(F)F)cc1,-4,-5,-1,1,-2,-8,-1,1,-1,0
CC(C)CC1NC(=O)C(CC(C)C)N(CO)C1=O (stereo unspecified),-3,2,-1,-1,-3,-2,5,0,1,1
CCOc1oc(-c2ccc(OC)cc2)nc1C(F)(F)F,-3,-1,-2,1,7,-4,1,6,1,-1
CCOC(=O)c1c(C)c(C(=O)N2CCN(c3ccccc3)CC2)c(C)n1C,-2,-11,1,-1,4,-2,9,2,-2,3
Cc1ccc(S(=O)(=O)NCCC2=CCCCC2)cc1C(N)=O,-3,-2,-2,2,4,1,4,-3,-1,5
CC(=O)C1(C)OC(N)=C(C#N)C(c2ccccc2)C1(C#N)C#N (stereo unspecified),-3,6,0,0,6,12,-2,-1,6,-3
CN(CC(=O)Nc1ccccc1Br)C(=O)c1n[nH]c2ccccc12,3,-4,4,2,2,-1,4,2,-4,0
O=C(CSc1ccc2nnc(-c3ccncc3)n2n1)Nc1ccc2c(c1)OCO2,5,4,4,-10,0,6,1,-2,0,3
Cc1cc(C(=O)NCC(=O)Nc2ccc(F)c(F)c2)c(C)o1,-2,1,-2,0,6,4,-2,-6,10,1
Cc1ccc(SCc2cc(=O)[nH]c(N3CCN(Cc4ccc5c(c4)OCO5)CC3)n2)cc1,-2,2,-1,-5,-1,3,9,5,0,-7
Fc1ccc(-c2csc3[n+]2CCS3)cc1,0,0,-2,3,7,1,-7,-2,6,-4
CC1(C)CN(c2ccc(C(=O)c3ccccc3)cc2)C1=O,3,-2,-1,1,4,-2,4,-3,4,2
CS(=O)(=O)Nc1ccccc1C(=O)NCCSc1ccccc1,2,2,2,2,-4,-5,-3,6,2,-2
COc1ccc2c(c1)[n+](=O)c(C(C)=O)c(C)n2[O-],-8,3,-5,-2,7,4,2,8,-1,0
Cc1ccc(NS(=O)(=O)c2cc(C(=O)N3CCOCC3)ccc2C)cc1C,1,-4,1,-2,-6,1,5,3,-6,2
COc1cc(/C=N/N2CCN(c3ccccc3OC)CC2)ccc1OC(C)=O,0,-6,1,1,-1,0,9,12,6,2
COc1ccccc1-c1nc(-c2ccc(C(=O)O)cc2)no1,4,8,3,-1,-10,3,1,-1,0,16
COc1ccc(/C=C2/SC(=S)N(CC(=O)O)C2=O)cc1OCc1ccc(Cl)cc1,-1,29,-3,-4,-4,4,-17,0,-8,0
Cc1cccc(COc2coc(CN3CCN(C(=O)c4ccco4)CC3)cc2=O)c1,4,-9,1,2,0,-2,-1,-3,-4,-1
Cc1c(NC(=O)OCCSc2nc(N(C)C)nc(N(C)C)n2)sc(=S)n1C,2,0,1,-8,1,-1,0,12,5,-4
CC(C)C(=O)Nc1ncc(C(F)(F)F)cc1Cl,5,0,1,12,6,0,-2,3,2,0
Nc1nc(-c2cccs2)c(CC(=O)O)s1,-2,6,-6,-3,5,2,-6,-3,4,4
O=C(Nc1ccc2oc(-c3ccncc3)nc2c1)c1ccc([N+](=O)[O-])o1,8,0,4,-5,-13,10,6,-1,2,-1
Cc1coc2cc3oc(=O)c(CCC(=O)NCCCN4CCCC4=O)c(C)c3cc12,-3,-1,-3,-3,2,-4,2,3,5,4
COC(=O)c1ccccc1NC(=O)c1ccc2c(c1)OCCCO2,-2,-5,2,-3,-3,-2,-17,3,2,-2

# By substructure: the entries above containing a nitro group on carbon.
SMILES,MBD2 inh,rCAG RNA binder,UHRF1 binding,NPR2 activator,ABHD4 inh,PRMT1 inh,HTRA1 inhibitor,TCR CD3 inh,SIAE primary,GC-A act
CC(C)c1ccc(CNc2c([N+](=O)[O-])c(=O)oc3ccccc23)cc1,4,4,-3,-3,2,-4,-6,0,10,8
O=C(Nc1ccc2oc(-c3ccncc3)nc2c1)c1ccc([N+](=O)[O-])o1,8,0,4,-5,-13,10,6,-1,2,-1

# Other records follow.
SMILES,MBD2 inh,rCAG RNA binder,UHRF1 binding,NPR2 activator,ABHD4 inh,PRMT1 inh,HTRA1 inhibitor,TCR CD3 inh,SIAE primary,GC-A act
O=C(NCC1CCCO1)c1cc2ccccc2nc1Cl (stereo unspecified),-2,-2,2,3,-4,-6,2,-4,1,2
CCN(CC)S(=O)(=O)c1ccc(N/N=C/c2ccc(OC)c(OC)c2OC)nc1,-2,-1,1,-2,5,-1,0,3,9,3
CCOC(=O)N1CCN(C2CCCN(C(=O)c3cccc(Cl)c3)C2)CC1 (stereo unspecified),4,-1,0,0,0,-9,0,0,-1,0
CCOC(=O)C1=C(C)NC2=C(C(=O)CC(C)(C)C2)C1c1ccsc1 (stereo unspecified),-2,-1,3,1,-10,0,-4,-13,-2,-11
Brc1ccc([C@H]2C=C[C@H]3CCCN4CC[C@H]2[C@@H]3[C@]42CO2)cc1,2,11,2,-6,13,1,.,-2,8,-7
COc1cccc(C2(O)CCN(C(=O)C3CCC3)CC2)c1,-4,0,3,2,-8,-3,5,0,-1,0
O=C(COC(=O)C1CC2CCCC(C1)C2=O)NC1CCCCC1 (stereo unspecified),3,-1,-1,-1,-3,-3,2,-5,9,2
C[C@H](CO)N1C[C@H](C)[C@@H](CN(C)S(=O)(=O)c2cccs2)Oc2c(NS(=O)(=O)c3ccc(F)cc3)cccc2C1=O,3,15,0,-1,1,1,-2,-4,3,-1
O=C(Nc1ccccc1)c1cccc2c(-c3cccnc3)coc12,0,3,-4,-5,-6,2,.,2,-2,-8
COc1ccc(S(=O)(=O)Nc2ccc(NC(C)=O)cc2)cc1[N+](=O)[O-],-5,2,-2,5,-3,-2,-1,8,-1,0
COc1ccccc1CN1CC(C(=O)N(C)Cc2nc(C)cs2)CCC1=O (stereo unspecified),2,-6,1,4,-3,0,10,4,-3,-4
CSC1=NSC2=NC(=O)/C(=C\c3ccc(OC(=O)c4ccco4)cc3)C(=N)N12,0,38*,-2,-5,-8,-4,2,0,-12,-4
O=C(NCCC1CCCCN1S(=O)(=O)c1ccc(Cl)cc1)C(=O)NCc1ccncc1 (stereo unspecified),5,-5,0,4,-5,-4,-3,9,4,3
O=C(c1ccccc1)c1ccc2nc(-c3ccc(NC(=O)c4ccccc4Br)cc3)[nH]c2c1,-7,16,2,1,-88,-2,-82,34*,-110,0
Cc1noc(C)c1CSCC(=O)OCc1nc2ccccc2c(=O)n1CC#N,-1,10,-1,-9,1,1,8,-3,-2,-3
Cc1ncc(C[n+]2csc(CCOC(=O)C34CC5CC(CC(C5)C3)C4)c2C)c(N)n1,4,0,0,-2,14,2,5,7,7,3
Cc1cccc(CSC2=NCCN2C(=O)C2CC2)c1,-1,-4,-2,10,1,-3,6,1,-3,-3
COc1ccc(NS(=O)(=O)c2cc(NC(=O)c3cnc(C)cn3)ccc2N2CCCCC2)cc1,2,10,-4,6,-34,2,-45,4,-23,-2
CCN(CC)S(=O)(=O)c1ccc(NC(=O)CSc2nnc(-c3cccc(OC)c3)n2C)cc1,-1,-3,1,5,-3,2,-12,-3,-5,0
CCCCN(C(=O)c1oc2ccc(OCC)cc2c1C)c1c(N)n(CC(C)C)c(=O)[nH]c1=O,-4,7,1,-6,0,-3,-15,0,-7,-7
CCOc1ccc(Br)cc1C(=O)Nc1ccc(C(=O)NCC(C)C)cc1,2,-1,2,14,0,3,-7,-2,-6,8
O=C(NC1CCCC1)c1ccc(S(=O)(=O)N2CCOCC2)cc1,-1,-1,-3,5,-1,-3,2,6,-8,-2
COc1ccc(NC(=O)C2(C)CCN2Cc2csc3ccccc23)cc1OC (stereo unspecified),2,4,0,-1,-5,-1,.,2,2,-8
COC(=O)[C@]12C[C@H](CC(=O)NCc3cccc4ccccc34)C(=O)N(Cc3ccccc3)C1=C[C@H](C1CCCC1)O[C@@H]2C,1,6,0,-5,-10,5,.,0,-6,-3

# High-throughput results deposited in PubChem by several laboratories.
